Screening results as filed in PubChem BioAssay.
CAL PDZ FP-1 = blocks peptide binding to the human CAL PDZ domain | purified CAL PDZ, TMR-peptide fluorescence polarization, 1 h | inhibition, % at 24.9 µM | AID 602252 | actives 0.92% (n = 300,000);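 active means mean inhibition of at least 30% with at least half of replicates also reaching 30%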;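 further: 0% = DMSO neutral control and 100% = excess unlabeled competitor peptide PRC23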
CAL PDZ FP-2 = blocks peptide binding to human CAL PDZ domain; Q9HD26; purified CAL PDZ, TMR-peptide fluorescence polarization, 1 h; inhibition, % at 20 µM; actives 0.02% (n = 330,000); AID 504414;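 active means highest replicate inhibition of at least 40%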;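 further: plate controls were DMSO neutral control wells for no effect and unlabeled competitor peptide control wells for full effect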
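Material – purified CerCALP PDZ construct · Detection – FP readout, S and P plane fluorescence · Measure – percent inhibition from loss of millipolarization · Controls – unlabelled peptide for full inhibition, DMSO wells as neutral · Probe or stimulus – TMR-labelled reporter peptide T*-PRC34 bound in PDZ groove · Times – 1 h at RT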
SR-BI DiI-HDL act = activators of SR-BI mediated HDL lipid uptake; activation, % at 12.5 µM; CHO ldlA[mSR-BI] cells, DiI-HDL uptake fluorescence, 3 h; 100 = double the neutral-control signal; actives 0.096% (n = 320,000); AID 504775;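 active means mean replicate activation of at least 60% and every replicate at or above 60%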;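 further: 0% = median plate neutral-control signal and 100% = twice that signal; values of inactives mirror those of a sister screen read the other way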
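Test system: SR-BI-overexpressing, LDLR-lacking CHO cells; Medium: Ham's F12 with 0.5% BSA, HEPES 25 mM, pH 7.4; Schedule: 3 h, 37 °C; Technique: bottom-read fluorescence, 550/595 nm.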
PvdQ acylase = P. aeruginosa PvdQ acylase inhibition; purified PvdQ acylase, fluorescence plate reader; inhibition, % at 10 µM; actives 0.063% (n = 340,000); AID 488965; in the data active means inhibition above about 30%, passing the limit was not always enough;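 further: 0% = vehicle neutral wells and 100% = reference inhibitor wells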
SR-BI HDL uptake = mouse SR-BI HDL lipid transfer inhibition | Q61009 | ldlA[mSR-BI] CHO cells, DiI-HDL uptake fluorescence, 3 h | inhibition, % at 12.5 µM | actives 0.96% (n = 320,000);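 active means mean replicate inhibition of at least 70% and a set share of replicates each scoring 70 or more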;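 further: 0% = median of neutral control wells and 100% = median of positive control wells; values of inactives mirror those of a sister screen read the other way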
Target sequence (Q61009 whole entry, looked up): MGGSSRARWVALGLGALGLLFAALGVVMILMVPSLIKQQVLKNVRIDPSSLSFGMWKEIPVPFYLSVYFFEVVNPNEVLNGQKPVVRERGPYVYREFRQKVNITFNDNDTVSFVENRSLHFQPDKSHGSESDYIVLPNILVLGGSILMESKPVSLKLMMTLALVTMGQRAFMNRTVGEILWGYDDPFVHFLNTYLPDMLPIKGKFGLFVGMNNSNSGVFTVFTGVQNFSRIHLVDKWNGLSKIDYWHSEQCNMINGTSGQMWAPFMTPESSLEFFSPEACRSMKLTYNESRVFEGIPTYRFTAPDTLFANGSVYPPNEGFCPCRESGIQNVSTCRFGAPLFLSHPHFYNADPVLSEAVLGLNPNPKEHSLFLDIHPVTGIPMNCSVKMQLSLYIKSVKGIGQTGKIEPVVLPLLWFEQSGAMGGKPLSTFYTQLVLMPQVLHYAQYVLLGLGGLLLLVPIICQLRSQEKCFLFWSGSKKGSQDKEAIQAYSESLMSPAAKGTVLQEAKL
NSD2 HMT inh = blocks human histone methyltransferase NSD2; actives 0.54% (n = 310,000); NSD2 peptide methylation, AlphaScreen, 120 min; inhibition, % at 12.5 µM; AID 743445; O96028; in the data active means inhibition above about 50%
dFosB activator = mouse delta FosB homodimer activation | P13346 | purified delta FosB, TAMRA-CDK5 oligo fluorescence polarization; percent of positive-control signal above neutral wells | activation, % at 25 µM | actives 0.99% (n = 340,000);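 active means mean activation above about 17%, with every replicate also reaching it, limit read from the data, passing the limit was not always enough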;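 further: fluorescence polarization rise as delta FosB binds a TAMRA Cdk5 AP-1 oligo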
MITF act = increases MITF-driven TRPM1 promoter luciferase signal; activation, % at 12.5 µM; SK-MEL-5 TRPM1-promoter luciferase, 24 h; % of positive control, neutral wells = 0; AID 588334; actives 0.75% (n = 300,000);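 active means mean activation of at least 80% with every replicate also reaching 80%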;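 further: 0% = neutral control wells and 100% = parthenolide positive control wells; values of inactives mirror those of a sister screen read the other way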
PfHsp90 yeast 2 = growth inhibition of yeast expressing Plasmodium Hsp90; S. cerevisiae expressing PfHsp90, BacTiter-Glo ATP, 48 h; yeast lacking PDR1 and PDR3 efflux regulators; inhibition, % at 9.4 µM; actives 0.32% (n = 310,000); AID 504621;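 active means every replicate shows inhibition above about 80%, whatever the replicate mean, limit read from the data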;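 further: 0% = DMSO neutral controls and 100% = 20 µM radicicol positive controls; yeast relying on Plasmodium falciparum Hsp90 in place of its own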
Rtt109 HAT inh = C. albicans Rtt109 histone acetyltransferase inhibition. Q5AAJ8. actives 0.16% (n = 330,000). inhibition, % at 34.9 µM. purified Rtt109/Vps75, ThioGlo CoA-SH fluorescence, 4 h;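 active means inhibition of at least 50% in every replicate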
Target sequence (Q5AAJ8 whole entry, looked up): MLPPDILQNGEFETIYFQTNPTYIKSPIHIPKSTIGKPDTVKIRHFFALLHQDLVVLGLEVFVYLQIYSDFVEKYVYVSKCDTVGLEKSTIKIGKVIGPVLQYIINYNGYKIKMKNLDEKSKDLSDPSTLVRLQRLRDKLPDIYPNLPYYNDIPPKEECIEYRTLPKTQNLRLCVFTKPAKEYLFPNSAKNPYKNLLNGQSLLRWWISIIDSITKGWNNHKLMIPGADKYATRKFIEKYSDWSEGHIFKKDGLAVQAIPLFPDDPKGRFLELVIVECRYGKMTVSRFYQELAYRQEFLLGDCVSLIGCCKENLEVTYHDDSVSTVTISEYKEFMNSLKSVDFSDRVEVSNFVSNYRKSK
* hit, by the source's call; / = no result given.

SMILES | CAL PDZ FP-1 | CAL PDZ FP-2 | SR-BI DiI-HDL act | PvdQ acylase | SR-BI HDL uptake | NSD2 HMT inh | dFosB activator | MITF act | PfHsp90 yeast 2 | Rtt109 HAT inh
Cc1ccc(C(C)C)c(OCc2nnc(SCC(=O)Nc3ncc(C)s3)n2C)c1 | 1 | -1.3 | -65 | -13 | 65 | 0 | 1 | -16 | -5 | 3
O=C(CCCc1ccccc1)Nc1ccccn1 | 0 | 0.3 | 17 | -4 | -17 | 0 | 8 | 40 | 4 | -4
O=C(NCCN1CCOCC1)C(=O)NCC1OCCCN1S(=O)(=O)c1ccc(F)cc1 (stereo unspecified) | -2 | -1.4 | 6 | -6 | -6 | -2 | -7 | -1 | -3 | -3
COCCNC(=O)c1cc2c(=O)n(C)c3ccccc3c2n1C | 3 | 0.3 | -10 | -15 | 10 | / | -15 | -4 | -40 | 9
COc1ccc(S(=O)(=O)N2CCSC2C)cc1C (stereo unspecified) | -1 | -0.7 | -4 | -8 | 4 | -3 | 1 | / | -1 | 2
Cc1cccc(NC(=O)N2CCCCCC2)c1 | -4 | -0.9 | 25 | -5 | -25 | -2 | -10 | 33 | -13 | 0
CCC(=O)c1ccc(OC)c(OC)c1O | -3 | -0.7 | 13 | 0 | -13 | -3 | -8 | 18 | -2 | -3
CC1CCCC(NC(=O)CSc2cccc[n+]2[O-])C1C (stereo unspecified) | 1 | 0.4 | 0 | -8 | 0 | -2 | 0 | -6 | -12 | 2
O=C(CNC(=O)c1cccs1)Nc1ccc(N2CCOCC2)cc1 | 5 | -1.8 | 4 | -5 | -4 | 1 | 3 | 0 | -16 | -22
Cc1ccc(-c2nc(N)sc2-c2ccc(C)cc2)cc1 | 0 | 0.4 | -73 | -8 | 73* | 6 | -10 | 3 | -18 | -7
CC(C)N(C(=O)CN1C(=O)NC(c2ccccc2)(c2ccccc2)C1=O)C(C)C | 5 | -1.7 | / | -10 | / | 33 | -1 | -8 | -23 | -12
CC(C)N(CC#CCC(O)(c1ccccc1)C1CCCC1)CCO (stereo unspecified) | -2 | -2.0 | 8 | -8 | -8 | 14 | 1 | 1 | -11 | -9
CCn1nc(C(=O)OCC(=O)NC(C)C)c2ccccc2c1=O | -4 | -0.7 | 12 | -3 | -12 | -3 | 0 | -14 | 33 | 2
CCOc1ccccc1C(=O)N/N=C/c1cccc2cccnc12 | -5 | -2.8 | -20 | -4 | 20 | 1 | -19 | / | 3 | 4
CCCCC(=O)N/N=C/c1ccc(-c2ccc([N+](=O)[O-])cc2)o1 | 1 | 0.0 | -21 | 6 | 21 | 0 | -5 | 6 | 11 | 3
O=C(NCc1nc2ccccc2[nH]1)C1=C[C@@H](c2ccc(Br)cc2)C[C@@H](OCCCCO)O1 | -4 | 0.2 | -3 | 0 | 3 | / | -1 | -4 | 2 | 1
Cc1[nH]c2ccccc2c1/C=N/Nc1nc(Nc2ccccc2)nc(N2CCOCC2)n1 | -3 | -1.7 | -130 | -8 | 130* | 1 | 23* | / | -19 | 2
CCc1ccc(-c2nc(SCC(=O)N(CC)C3CCS(=O)(=O)C3)n[nH]2)cc1 (stereo unspecified) | -5 | -2.8 | -11 | -14 | 11 | -2 | -14 | 18 | 16 | 0
COC(=O)c1cc(C)ccc1/C=C1/Cc2c(C)cc(C)cc2C1=O | -3 | -0.9 | -26 | -5 | 26 | 0 | -14 | / | -7 | 3
COC(=O)/C=C1/SC(=NC(=O)c2ccc(OC)cc2)NC1=O | -10 | -0.6 | 18 | -13 | -18 | -3 | -7 | -3 | -3 | -5

For convenience, part of the list above:
SMILES | CAL PDZ FP-1 | CAL PDZ FP-2 | SR-BI DiI-HDL act | PvdQ acylase | SR-BI HDL uptake | NSD2 HMT inh | dFosB activator | MITF act | PfHsp90 yeast 2 | Rtt109 HAT inh
CC(C)N(C(=O)CN1C(=O)NC(c2ccccc2)(c2ccccc2)C1=O)C(C)C | 5 | -1.7 | / | -10 | / | 33 | -1 | -8 | -23 | -12
CC(C)N(CC#CCC(O)(c1ccccc1)C1CCCC1)CCO (stereo unspecified) | -2 | -2.0 | 8 | -8 | -8 | 14 | 1 | 1 | -11 | -9
CCn1nc(C(=O)OCC(=O)NC(C)C)c2ccccc2c1=O | -4 | -0.7 | 12 | -3 | -12 | -3 | 0 | -14 | 33 | 2

Continued:
SMILES | CAL PDZ FP-1 | CAL PDZ FP-2 | SR-BI DiI-HDL act | PvdQ acylase | SR-BI HDL uptake | NSD2 HMT inh | dFosB activator | MITF act | PfHsp90 yeast 2 | Rtt109 HAT inh
C[C@H]1[C@H](C)CC[C@]2(C(=O)O)CC[C@]3(C)C(=CC[C@@H]4[C@@]5(C)C[C@@H](O)[C@H](O)C(C)(C)[C@@H]5CC[C@]43C)[C@H]12 | 3 | -0.8 | 27 | -14 | -27 | / | 1 | -3 | -9 | -3
COc1ccc(S(=O)(=O)N(C)CC(=O)NCCCn2ccnc2)cc1Cl | -2 | 0.5 | 10 | 1 | -10 | 2 | -10 | 14 | -19 | 4
CCC1=Nc2cc(C(=O)NCCN3CCCC3)ccc2Sc2ccccc21 | -3 | -3.5 | 0 | -6 | 0 | 7 | -4 | 11 | 20 | 4
O=C(Oc1cccc(Oc2ccccc2)c1)N1CCOCC1 | 1 | -2.0 | -1 | -11 | 1 | -2 | -3 | 7 | 0 | 3
O=C(Nc1ccc(Nc2ccccc2)cc1)c1ccc(Cl)c([N+](=O)[O-])c1 | 0 | 0.4 | -55 | 6 | 55 | 1 | -17 | -3 | 8 | 2
O=C(O)CSc1nnc(-c2ccncc2)n1Cc1ccccc1 | -8 | -0.3 | 21 | -7 | -21 | -1 | -3 | 11 | -6 | -3
CCCCN(CC)CCNC(=O)CN1C(=O)COc2ccc(S(=O)(=O)N3CCCC3)cc21 | -2 | -0.3 | 26 | -8 | -26 | 7 | 1 | 12 | -4 | 2
CS(=O)(=O)c1ccccc1-c1nc(-c2cc(C(F)(F)F)cc(C(F)(F)F)c2)no1 | -7 | 0.4 | -54 | 12 | 54 | 2 | -6 | -2 | / | 3
CCCCCC1CC(=O)N(Cc2ccc(Cl)cc2)C(=O)N1 (stereo unspecified) | -25 | 0.5 | 5 | 1 | -5 | / | 8 | -6 | 2 | 3
COc1ccccc1C(=O)OCC(=O)Nc1ccc(OC(F)F)cc1 | / | -0.1 | 10 | -6 | -10 | 27 | -3 | / | 17 | -7
O=C(NNC(=O)c1ccc(Br)s1)c1cccc(Cl)c1 | -5 | -0.3 | -2 | 7 | 2 | -1 | 8 | 7 | / | 1
CC(C)C(=O)Nc1ccc2c3c(cccc13)CC2 | 1 | -2.1 | 16 | -18 | -9 | -2 | 2 | 0 | -1 | 4
COc1cc(C(=O)NCC(c2ccccc2)N(C)C)ccc1OCc1c(C)noc1C (stereo unspecified) | / | 0.1 | -41 | -11 | 41 | 1 | -4 | 1 | -18 | 3
Cc1ccc(CC(=O)Nc2ccc(C(=O)N3CCOCC3)cc2)cc1 | -1 | -1.3 | 5 | -13 | -5 | 6 | -1 | 0 | -3 | 2
Cc1ccc(Sc2ncccc2C(=O)NCc2cc([N+](=O)[O-])ccc2O)cc1C | -1 | -2.8 | 23 | -14 | -23 | 15 | -10 | 0 | 17 | 13
C=CCC(=O)N1CCCC(CCC(=O)NCc2ccccc2F)C1 (stereo unspecified) | 0 | -2.7 | 15 | -5 | -15 | -1 | -4 | 6 | 14 | 3
CC1(C)CC(=O)C2=C(C1)Nc1ccccc1NC2c1ccccc1F (stereo unspecified) | / | 0.1 | -8 | -13 | 8 | 1 | -5 | 2 | 9 | -7
C/C(=N\Nc1nc2ccccc2s1)c1cccs1 | 0 | -0.7 | -33 | -14 | 33 | 6 | 1 | -12 | -40 | 10
Cc1csc(=O)n1CC(=O)OC(C)C(=O)Nc1cccc(Cl)c1 (stereo unspecified) | -2 | -2.6 | 6 | -10 | -6 | -2 | -4 | -5 | -5 | -2
COc1cccc(N2CCN(c3ccc4nnc(CCC(=O)Nc5cccc(C(C)=O)c5)n4n3)CC2)c1 | -4 | -2.2 | 8 | -15 | -8 | -1 | 1 | 2 | -14 | -5
CCOc1ccc(CN2CCN(CCCc3ccccc3)CC2CCO)cc1 (stereo unspecified) | 8 | 0.6 | 2 | 8 | -2 | 2 | -6 | -1 | 5 | 31
COc1ccccc1N1CC(C(=O)Nc2nnc(SCC(=O)N3CCCC3)s2)CC1=O (stereo unspecified) | -3 | -2.4 | 1 | 7 | -1 | 1 | -1 | -11 | 7 | -4
Cc1ccc(N2C(=O)N3[C@H](c4ccc(Cl)cc4)[C@@H]4C(=O)N(C5CCCCC5)C(=O)[C@@H]4[C@]3(Cc3ccccc3)C2=O)cc1 | -1 | 0.5 | 3 | -2 | -3 | / | 6 | 7 | -1 | 5
Cc1ccc(-c2onc3ccc(C(=O)O)cc23)cc1 | -36 | -2.1 | 27 | -20 | -27 | -3 | -4 | / | -3 | -3
Cc1cccc(NC(=S)N2CCC(NC(=O)C3CCCCC3)CC2)c1 | -2 | -2.6 | 6 | -12 | -6 | 0 | -8 | 9 | 23 | -5
COc1c(C)cccc1C(=O)Nc1cc(-c2nn3c(C)nnc3s2)ccc1C | / | -1.3 | -21 | -5 | 21 | / | -20 | 14 | 9 | 5
CC(=O)c1ccc(N2CCc3ccccc3C2)c([N+](=O)[O-])c1 | -2 | 0.3 | -31 | -2 | 31 | 4 | -11 | / | -16 | -4
O=C(OCC(=O)N1CCN(C(=O)c2ccco2)CC1)c1ccccc1C(=O)c1ccccc1 | -3 | / | -1 | -10 | 1 | -3 | 2 | -11 | -27 | 9
CC(C(=O)NC1CCCC1)N(C(=O)Cn1nnc(-c2ccc(F)cc2)n1)c1ccccc1F (stereo unspecified) | -7 | -1.8 | 1 | 5 | -1 | 14 | -1 | 2 | 0 | 15
Cc1ccc(NC(=O)c2cccc3ccccc23)cc1 | -1 | -1.0 | -25 | -3 | 25 | 0 | 3 | / | 25 | 1
CCOc1ccc(NC(=O)C2CCCN(S(=O)(=O)c3ccc4c(c3)CCCN4C(C)=O)C2)cc1 (stereo unspecified) | -3 | -2.0 | -24 | 1 | 24 | -3 | -9 | -4 | 38 | 9
O=C(Cc1ccccc1)NN1C(=O)/C(=C/c2ccc(C(=O)O)cc2)SC1=S | 1 | -3.2 | / | 3 | / | -1 | -1 | 0 | 11 | 25
CCOc1ccc(S(=O)(=O)Nc2cccc(C(=O)NCC3(N4CCCCC4)CCCCC3)c2)cc1 | / | -1.1 | -18 | -8 | 18 | 3 | 1 | 1 | 7 | 18

Full records from above. Order of screens: CAL PDZ FP-1 | CAL PDZ FP-2 | SR-BI DiI-HDL act | PvdQ acylase | SR-BI HDL uptake | NSD2 HMT inh | dFosB activator | MITF act | PfHsp90 yeast 2 | Rtt109 HAT inh
`CCOc1ccc(CN2CCN(CCCc3ccccc3)CC2CCO)cc1` (stereo unspecified) in the list: 8 | 0.6 | 2 | 8 | -2 | 2 | -6 | -1 | 5 | 31
`O=C(OCC(=O)N1CCN(C(=O)c2ccco2)CC1)c1ccccc1C(=O)c1ccccc1` in the list: -3 | / | -1 | -10 | 1 | -3 | 2 | -11 | -27 | 9
